Pol eta inh – inhibitors of human DNA polymerase eta. Potency, µM (doses to about 114 µM), for the others: top-dose activity change, negative = inhibition, usual class: inhibitors. recombinant Pol eta, fluorescent DNA replication assay. Q9Y253. 390,000 compounds, 1.2% hits; further: potency means the concentration at half of the fitted maximal effect; on the % scale 0 is the no-effect control and ±100 the full control effect
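Pol eta (10 nM) was preincubated with compounds for 15 min at room temperature, after which fluorescent replication substrate (50 nM final) was added to start the reaction. Fluorescence was read kinetically at 0 and 10 min.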
G9a inh – inhibitors of human histone lysine methyltransferase G9a; Q96KQ7; Potency, µM (highest dose often 102 µM), inactives show at the highest dose activity, negative = inhibition, most hits filed as inhibitors; 350,000 compounds, 8.8% hits; AID 504332; G9a H3K9 monomethylation, AlphaScreen, 2 h; further: potency means the concentration at half of the fitted maximal effect; on the % scale 0 is the no-effect control and ±100 the full control effect; nearly all actives have a fitted effect of over 75% in size
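Using a bead-based AlphaScreen, monomethylated H3K9 product from 2 h room-temperature reactions (G9a 20 nM, peptide 500 nM, SAM 20 uM) was detected with 0.5 ug/mL rabbit anti-H3K9me1 antibody.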
Pin1 inhibitor – blocks the human prolyl isomerase Pin1 | Q13526 | Pin1 FP peptide displacement, HiFluor488, 10 min | Potency, µM (titrated, usually from 115 µM), for inactives: at the top dose activity, negative = inhibition, actives largely listed as inhibitors | 390,000 compounds, 0.009% hits | AID 504891; active means well fitted inhibition curve with a large enough effect in the polarisation, with a control signal flat, not every such curve was filed as active; inconclusive means small, poorly fitted or top-dose-only effect, or effect the other way, or a change in a side signal; inactive means no such curve, though single readings can be large or run the other way; the % refers to the polarisation; further: potency means the concentration at half of the fitted maximal effect; on the % scale 0 is the no-effect control and ±100 the full control effect
Target sequence (Q13526 whole entry, looked up): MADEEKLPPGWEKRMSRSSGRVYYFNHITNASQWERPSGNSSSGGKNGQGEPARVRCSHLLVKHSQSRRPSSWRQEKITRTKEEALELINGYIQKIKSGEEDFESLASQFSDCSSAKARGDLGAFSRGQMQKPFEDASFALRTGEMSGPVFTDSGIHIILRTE
BAZ2B block – inhibitors of human BAZ2B bromodomain. AlphaScreen BAZ2B-H3K14Ac peptide displacement. Potency, µM (series often up to 114 µM), without a hit: top-dose activity change, negative = inhibition, most hits filed as inhibitors. 360,000 compounds, 4.4% hits; further: potency means the concentration at half of the fitted maximal effect; on the % scale 0 is the no-effect control and ±100 the full control effect; nearly all actives have a fitted effect of over 60% in size
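Multi-concentration screen (max 110 uM) measuring displacement of acetylated histone H3 peptide from BAZ2B by AlphaScreen, using 50 nM protein, 50 nM peptide and 10 ug/mL streptavidin donor plus Ni-chelate acceptor beads.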
JMJD2A Tudor – inhibitors of human JMJD2A Tudor domain; 390,000 compounds, 4.4% hits; AlphaScreen JMJD2A-Tudor / H3K4me3 peptide binding; Potency, µM (series often up to 114 µM), without a hit: top-dose activity change, negative = inhibition, most hits filed as inhibitors; further: potency means the concentration at half of the fitted maximal effect; on the % scale 0 is the no-effect control and ±100 the full control effect; nearly all actives have a fitted effect of over 50% in size
GLS inh – blocks human kidney-isoform glutaminase activity. O94925. GLS enzymatic activity, qHTS titration. Potency, µM (highest dose often 45.5 µM), for inactives: at the highest dose activity change, negative = inhibition, usual class: inhibitors. 410,000 compounds, 0.21% hits. AID 624170; further: potency means the concentration at half of the fitted maximal effect; on the % scale 0 is the no-effect control and ±100 the full control effect
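Coupled fluorescence readout: glutamate oxidase/HRP/Amplex Red detect glutamate formed by hKGA from L-glutamine (1 mM solution added). Buffer 45 mM KH2PO4 pH 8.2, 0.02% Tween-20; reads at t0 and 30 min RT.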
Tb PGK inh – blocks T. brucei phosphoglycerate kinase | Potency, µM (titrated, usually from 57.5 µM), inactives show at the highest dose activity change, negative = inhibition, usual class: inhibitors | PGK/GAPDH coupled, Kinase-Glo luminescence, 60 min | P07378 | AID 602233 | 380,000 compounds, 0.043% hits; further: potency means the concentration at half of the fitted maximal effect; on the % scale 0 is the no-effect control and ±100 the full control effect; nearly all actives have a fitted effect of over 60% in size
Target sequence (P07378 whole entry, looked up): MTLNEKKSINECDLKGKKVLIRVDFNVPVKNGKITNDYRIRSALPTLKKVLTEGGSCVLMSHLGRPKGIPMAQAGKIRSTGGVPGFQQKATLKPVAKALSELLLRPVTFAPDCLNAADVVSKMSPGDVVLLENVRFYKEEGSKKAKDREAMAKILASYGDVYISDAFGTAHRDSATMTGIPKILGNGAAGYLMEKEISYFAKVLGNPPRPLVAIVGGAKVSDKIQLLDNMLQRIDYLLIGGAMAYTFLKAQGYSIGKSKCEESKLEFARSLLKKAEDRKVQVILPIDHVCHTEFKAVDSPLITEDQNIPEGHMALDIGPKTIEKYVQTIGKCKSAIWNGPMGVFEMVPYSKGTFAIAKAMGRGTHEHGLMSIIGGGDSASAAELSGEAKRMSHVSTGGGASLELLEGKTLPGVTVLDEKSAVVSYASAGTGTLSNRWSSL
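Luminescent ATP detection (Kinase-Glo Plus) follows a 60-minute room-temperature incubation, with wells lacking PGK as controls. Buffer: 100 mM TEA (pH 7.6), 5 mM MgCl2, 0.01% Tween-20. Coupling enzyme GAPDH (100 nM final) supplies unstable 1,3-BPG in-well.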
HP1b binding inh – HP1-beta chromodomain-methylated histone interaction inhibition. Potency, µM (highest dose often 114 µM), inactives show top-dose activity change, negative = inhibition, hits mostly inhibitors. AID 540317. 390,000 compounds, 0.56% hits. P83916. AlphaScreen HP1-beta / biotin-H3K9me3 peptide binding; further: potency means the concentration at half of the fitted maximal effect; nearly all actives have a fitted effect of over 70% in size; inactives centre near 23
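AlphaScreen: HP1-beta (50 nM) preformed 30 min with biotin-H3(1-18)K9me3 peptide (50 nM) in PBS pH 7.4, 0.01% Tween-20. Compound added for 30 min at RT, then streptavidin donor/nickel chelate acceptor beads (10 ug/mL) for 30 min.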
PI4K2A block – blocks human PI4K2A kinase activity | purified PI4K2A, ADP-Glo luminescence, 1 h; hits give low values | AID 1346378 | 420,000 compounds, 0.13% hits | activity change, negative = inhibition, % at 76.9 µM | Q9BTU6; in the data active means activity change below about -50%; inconclusive means mostly about -30% to -49%;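 further: -100% = wells without enzyme as full effect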
Target sequence (Q9BTU6 whole entry, looked up): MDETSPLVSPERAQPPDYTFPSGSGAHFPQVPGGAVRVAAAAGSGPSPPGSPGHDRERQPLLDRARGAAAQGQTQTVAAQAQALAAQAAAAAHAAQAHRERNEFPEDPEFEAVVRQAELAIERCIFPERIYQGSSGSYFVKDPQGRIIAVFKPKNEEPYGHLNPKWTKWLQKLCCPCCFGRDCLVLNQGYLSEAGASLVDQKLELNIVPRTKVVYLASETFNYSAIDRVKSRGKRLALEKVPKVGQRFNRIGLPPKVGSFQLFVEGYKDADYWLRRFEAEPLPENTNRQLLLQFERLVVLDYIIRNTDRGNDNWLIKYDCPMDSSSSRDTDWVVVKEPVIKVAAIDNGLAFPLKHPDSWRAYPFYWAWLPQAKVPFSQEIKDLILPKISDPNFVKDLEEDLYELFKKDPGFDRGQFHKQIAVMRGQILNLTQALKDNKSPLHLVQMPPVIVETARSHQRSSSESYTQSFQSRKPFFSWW
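ADP-Glo luminescence measured ADP generated by PI4K2A enzyme (4 ug/mL before mixing) with 1.2 mM PI substrate (pre-mix) and 300 microM ATP (pre-mix). Tris pH7.5 buffer with MgCl2, Triton X-100; 1 h reaction at ambient temperature.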
Numbers without * were called inactive; i = inactive; ? = inconclusive; . = no result given; & = joins results of further samples; ! = a repeat was not active; [ ] = dose if it differs, or a comment. Unless noted, the call rests on the fitted dose curve; in most records, active means well fitted curve in the direction sought with a large enough effect; inconclusive means small, poorly fitted or top-dose-only effect, or another doubt; inactive means no such curve, though single readings can be large; an effect the other way counts as inactive or inconclusive. These rows are one share of the data; rates above refer to the full screens.

entry | canonical_smiles | Pol eta inh | G9a inh | Pin1 inhibitor | BAZ2B block | JMJD2A Tudor | GLS inh | Tb PGK inh | HP1b binding inh | PI4K2A block
1 | CSc1ccc(S(=O)(=O)NCCCOC(C)C)cc1 | -24% | -3% | -4% | 1% | 13% | -9% | -10% | 40%[activator] | -5
2 | COc1ccc(C(C)(C)C)cc1NC(=O)c1cncc(Br)c1 | -15% | . | 5% | 0% | 12% | 1% | i | 42%[activator] | 0
3 | Cc1ccc(OCc2ccc(C(=O)N3CCOCC3)cc2)cc1C | -4% | ? | 4% | 0% | -13% | 6% | . | 30% | -1
4 | COc1cc2c(cc1OC)C(C(N)=O)NCC2 (stereo not given) | -16% | . | -10% | . | -17% | 2% | -3% | 20% | 0
5 | Cc1ccc(C)c(SCC(=O)NNC(=O)c2csc(N3CCOCC3)n2)c1 | -15% | 57%[activator] | 1% | -2% | -20% | 23% | 0% | 45%[activator] | 8
6 | N#CCC1c2ccccc2CCN1C(=O)Nc1ccc(C(F)(F)F)cc1 (stereo not given) | -17% | 15%[59 µM] | 5% | 14% | -5% | -4% | i | 66%[activator] | -1
7 | c1ccc(-c2cn(-c3ccccc3)c3[n+]2CCCS3)cc1 | -14% | 2% | -4% | -11% | 15%[57.1 µM] | -2% | 9% | 38% | 0
8 | Brc1ccc(-c2nnc(-c3ccc4c(c3)OCO4)o2)o1 | -12% | 1%[59 µM] | 1% | -20% | -23% | -11% | 1% | 4% | 0
9 | COc1ccc(OC)c(C(=O)COC(=O)COc2ccccc2)c1 | -9% | . | 21% | . | -19% | -27% | -4% | ? | 2
10 | CCC(C)(C)C(=O)O | -15% | -4%[0.501 µM] | -10% | -1% | -2% | 0% | 0% | 57%[activator] | -1
11 | CC(C)c1ccccc1NC(=S)N1CCN(S(=O)(=O)c2cccs2)CC1 | -5% | 6% | 0% | . | -23% | 9% | -13% | 31% | 0
12 | O=C(c1ccccc1Cl)N1CCC(n2cccc2)CC1 | -5% | . | 3% | ? | -22% | 4% | 8% | -12% | -4
13 | CC(=O)c1ccc(S(=O)(=O)NC2CC2)cc1 | -11% | ? | 1% | 3% | -10% | 0% | 4% | 17% | 2
14 | C=CCn1c(NC(=O)c2ccc(C)cc2)c(C#N)sc1=N | -12% | ? | 4% | 4% | 6% | -4% | 4% | 16% | -4
15 | CCc1cccc(CC)c1NC(=O)Cn1c(-c2ccc(F)cc2)noc1=O | -9% | 6% | 1% | 3% | -11% | 0% | 0% | 21% | -5
16 | Cc1ccc(Sc2oc(/C=N/n3cnnc3)cc2Br)cc1 | -8% | -34% | -1% | 0% | -22% | 8.9µM* | -5% | 10% | -3
17 | Cc1ccc2nccc(C(=O)N3CCCC(Nc4ccc(F)cc4)C3)c2c1 (stereo not given) | -11% | -1% | -7% | -32% | -14% | 15% | -5% | 17% | 4
18 | CCOC(=O)CN1NC2(CCC(C)CC2)NC1=S (stereo not given) | -11% | 25µM* | 3% | ? | 28µM* | 21% | 2% | 33% | -3
19 | CC(=O)Nc1ccc(S(=O)(=O)N(Cc2ccccc2)c2ccccc2)cc1 | -8% | -33%[12.7 µM] | 0% | -28% | -10% | 8% | -3% | 46%[activator] | -3
20 | Cc1cccc(CCNC(=O)c2nnc(Cc3ccc(Cl)cc3)o2)c1 | -14% | 10% | 1% | -3% | -21% | 3% | -4% | 36% | 4
21 | COc1ccc(NC(=O)c2cccc(NC(=O)C3C4CC5OC(=O)C3C5C4)c2)c(OC)c1 (stereo not given) | -14% | 10%[12.7 µM] | 4% | 3% | -10% | 9% | 7% | 12% | 13
22 | COc1ccc(/C(N)=N/OC(=O)CCCc2ccccc2)cc1OC | -11% | 98%[activator][59 µM] | 8% | 120%[activator] | 66%[activator] | 7% | 2% | 103%[activator] | -2
23 | COc1ccc(C(=O)NCC(=O)OCC(=O)NCc2ccco2)cc1 | ? | . | -6% | . | -12% | -6% | -1% | 29% | 0
24 | C/C(CC(=O)NC1CCCCCC1)=N\NC(=O)c1cnccn1 | -9% | ? | -3% | -4% | 2.2µM* | 6% | -1% | 12% | -4
25 | O=C(COC(=O)CCCOc1ccc(Cl)cc1Cl)NCc1ccc(F)cc1 | -16% | 54%[activator][59 µM] | 2% | 15% | 32% | -8% | -3% | 102%[activator] | 0
26 | Cc1cc(C)c(S(=O)(=O)N2CCN=C2c2ccccc2)cc1C | 0% | -8% | -2% | -21% | -7% | -8% | -5% | 8% | 0
27 | CCN(CC)C(=O)c1cc(C(C)(C)C)c(O)c(C(C)(C)C)c1 | -23% | 3%[59 µM] | 2% | 2% | 8% | -17% | 3% | 49%[activator] | -3
28 | CCc1ccccc1OCC(=O)N(CC)CC(=O)NCc1ccc(F)cc1 | -16% | 17% | -2% | 5% | -7% | 1% | -2% | 52%[activator] | -3
29 | O=C(COC(=O)c1ccc(NS(=O)(=O)c2ccc3c(c2)OCCO3)cc1)NCC1CCCO1 (stereo not given) | -5% | -2%[12.7 µM] | 0% | 6% | -2% | -13% | -1% | 23% | 1
30 | Cc1ccccc1NC(=O)Cn1c(=O)n(Cc2ccco2)c(=O)c2cccnc21 | -1% | 4%[59 µM] | ? | 1% | -16% | -13% | i | 17% | 3
31 | O=C(Nc1nnc(S(=O)(=O)N2CCCCCC2)s1)c1ccccc1F | 3%&-7% | 11µM*! | -3%&-2% | 10µM*! | 40µM*! | -1%&8% | -9%&-2% | 51%[activator] | -4&0
32 | CC(=O)N1c2ccc(S(=O)(=O)N3CCC(C(=O)NC4CCCCC4C)CC3)cc2CC1C (stereo not given) | 6% | -14% | -3% | -26% | -26% | 0% | 0% | 24% | 5
33 | Cc1cccc(Nc2nc(-c3ccc(F)cc3)cs2)n1 | -7% | -45% | ? | -5% | -18% | -6% | -6% | 15% | 0
34 | COc1ccc(OC)c(N/C(N)=N/c2nc(C)cc(C)n2)c1 | -10% | . | 0% | 5% | -18% | 7% | -12% | 21% | 0
35 | Cc1ccc(-n2nc3c(N4CCC(C(=O)NCCC(C)C)CC4)nnc(C)c3c2C)cc1 | -9% | -39%[59 µM] | 2% | -10% | -18% | -9% | 3% | 31% | 0
36 | O=C(Nc1ccc(Br)cc1F)c1cccnc1 | -19% | -6%[59 µM] | 0% | 2% | -13% | -6% | -1% | 37% | 2
37 | Cc1ccc(NC(=O)c2csnn2)c(C)c1 | -11% | 14µM* | -5% | 4% | -18%[57.1 µM] | -2% | 1% | 63%[activator] | -2
38 | Cc1ccc(C2=NN(C(=O)CN3CCN(C4CCS(=O)(=O)C4)CC3)C(c3ccco3)C2)cc1 (stereo not given) | -8% | ? | 8% | -1% | -10% | -8% | i | 16% | -2
39 | COc1ccc(S(=O)(=O)N(CC(C)C)C2CCS(=O)(=O)C2)cc1OC (stereo not given) | 7% | -3% | 0% | -3% | -3% | -17% | -2% | 29% | -3
40 | CC(C)Nc1ccc(C(CC(N)=O)NC(=O)c2ccccc2)cc1[N+](=O)[O-] (stereo not given) | -21% | . | -4% | -6% | ? | 10% | 8% | 3% | -1
41 | Nc1c(C(=O)Nc2ccccc2)sc2nc(N3CCOCC3)c3c(c12)CCCC3 | -7% | . | . | . | . | -1% | -5% | . | -3
42 | CNc1cccc2c1C(=O)c1ccccc1C2=O | -4% | 8.9µM* | ? | 3.2µM* | 2.8µM* | 13% | 4% | 8.9µM* | -13
43 | Cc1ccc(/C=C\c2nccc3c2[nH]c2ccccc23)cc1 | -17% | 75%[activator] | 3%&9% | 26% | 34%[57.1 µM] | 10% | -13% | 65%[activator][57 µM] | 17
44 | FC(F)(F)c1cc(C(F)(F)F)c2ccc(N3CCN(c4ccccc4)CC3)nc2n1 | -15% | 12%[59 µM] | 3% | -7% | 5% | 7% | 2% | 40%[activator] | 2
45 | O=C1CCC(=O)N1CN(Cc1ccco1)CN1C(=O)CCC1=O | 7% | -27% | 0% | 1% | 0% | 13% | -7% | 8% | 5
46 | Cc1ccc(NC(=S)N(Cc2ccc(Br)cc2)Cc2ccc(C(=O)O)cc2)cc1C | -22% | 45µM* | ? | -28% | -27% | 0% | -12% | -19% | 2
47 | COc1cc2c(cc1OC)C(CNC(=O)C=Cc1cc(OC)c(OC)c(OC)c1)C2 (stereo not given) | -2% | . | . | . | . | -26% | -3% | . | 9
48 | CC1CCC(C(C)C)C(=O)/C1=C\c1ccc(NC(=O)CCC(=O)O)cc1 (stereo not given) | 1% | 10% | -3% | 4% | -21% | 2% | i | 20% | -6
49 | Cn1c(SCC(=O)NC2CC2)nnc1-c1cccc(NC(=O)c2ccccc2F)c1 | -13% | 13%[0.501 µM] | 5% | -1% | -11% | 14% | -1% | 36% | -2
50 | COc1cc(CNC2CCCC2)cc(Br)c1OCC(=O)Nc1ccccc1C | -6% | 13% | -6% | 2% | -11% | 1% | -2% | 42%[activator] | 5
51 | O=C(CNC(=O)c1cccc(F)c1)NC1CC1 | -7% | . | -4% | . | 7% | 4% | 0% | 23% | 0
52 | CCOC(=O)C1C(=O)C(C(C)=O)C(=O)CC1CC(C)SCC (stereo not given) | -19% | ? | ? | -9% | 89µM* | 4% | -2% | -2% | 2
53 | COC(=O)c1c(C)oc(C)c1S(=O)(=O)N1CCOCC1 | -13% | . | -2% | 6% | -13% | -2% | 0% | 33% | 3
54 | CNC(=O)c1ccsc1NC(=O)c1ccc(Cl)s1 | 1% | 18% | 48%[activator] | 0% | -6% | 1% | -6% | 44%[activator] | 0

Assay outcomes from PubChem BioAssay.
